DT40 TDP1 no CPT – qHTS for Inhibitors of human tyrosyl-DNA phosphodiesterase 1 (TDP1): qHTS in cells in absence of CPT; DT40 Tdp1-/- hTDP1 cells, no CPT, ATP luminescence, 48 h; Potency, µM (series often up to 46.2 µM), for the others: at the top dose activity change, negative = growth inhibition, usual class: inhibitors; hit rate 15% among 420,000; AID 686978, 2013; further: nearly all actives have a fitted effect of over 55% in size
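Growth kinetics read by CellTiter-Glo luminescence after ≥48 hr at 37 °C. Cells: DT40 Tdp1-/- stably carrying human TDP1, 400 per well, compound exposure in the absence of CPT (DMSO vehicle).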
GCN5L2 inh – qHTS Assay for Inhibitors of GCN5L2; Histone acetyltransferase KAT2A (Homo sapiens), Q92830; GCN5L2 HAT assay, ThioGlo1 CoA-SH fluorescence; Potency, µM (top dose mostly 58.9 µM), for the others: at the top dose activity change, negative = inhibition, usual class: inhibitors; hit rate 0.21% among 390,000; AID 504327, 2011
Target sequence (Q92830 whole entry, looked up): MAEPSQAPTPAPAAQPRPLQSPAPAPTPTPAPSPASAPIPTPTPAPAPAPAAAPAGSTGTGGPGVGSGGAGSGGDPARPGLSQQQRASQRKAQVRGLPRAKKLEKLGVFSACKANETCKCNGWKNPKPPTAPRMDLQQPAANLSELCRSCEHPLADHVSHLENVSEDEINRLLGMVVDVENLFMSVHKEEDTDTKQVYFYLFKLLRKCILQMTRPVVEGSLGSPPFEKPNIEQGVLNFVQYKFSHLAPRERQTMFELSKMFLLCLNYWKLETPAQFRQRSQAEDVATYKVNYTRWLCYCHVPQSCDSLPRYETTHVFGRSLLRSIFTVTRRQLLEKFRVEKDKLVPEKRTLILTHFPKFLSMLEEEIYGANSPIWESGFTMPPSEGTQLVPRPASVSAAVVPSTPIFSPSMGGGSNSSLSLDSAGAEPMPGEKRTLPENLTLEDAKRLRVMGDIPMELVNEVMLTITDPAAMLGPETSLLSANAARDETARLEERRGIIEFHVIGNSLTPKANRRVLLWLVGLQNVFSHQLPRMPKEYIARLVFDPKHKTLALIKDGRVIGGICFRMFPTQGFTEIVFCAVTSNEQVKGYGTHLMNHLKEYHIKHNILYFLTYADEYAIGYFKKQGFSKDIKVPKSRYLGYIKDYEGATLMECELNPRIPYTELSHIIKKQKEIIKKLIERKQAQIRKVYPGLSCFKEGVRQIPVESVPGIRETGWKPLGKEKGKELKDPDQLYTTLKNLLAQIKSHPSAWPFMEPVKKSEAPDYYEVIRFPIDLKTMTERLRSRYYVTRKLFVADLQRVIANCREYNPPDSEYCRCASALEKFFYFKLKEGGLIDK
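Enzyme at 20nM final was mixed with library compounds for 15 min at room temperature. Peptide H3(1-25) at 75uM, acetyl-CoA at 70uM and ThioGlo1 at 50uM were then added. Plates were read immediately and after 20 min (Ex340nm/Em540nm).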
TDP1 cell CPT – qHTS for Inhibitors of human tyrosyl-DNA phosphodiesterase 1 (TDP1): qHTS in cells in presence of CPT. Potency, µM (series often up to 46.2 µM), without a hit: at the top dose activity change, negative = growth inhibition, actives largely listed as inhibitors. hit rate 12% among 420,000. chicken DT40 Tdp1-/-;hTDP1 cells + 20 nM CPT, ATP luminescence, 48 h; further: nearly all actives have a fitted effect of over 55% in size
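Chicken DT40 Tdp1-/- cells stably complemented with human TDP1 were seeded at 400 cells/well in medium containing 20 nM camptothecin, exposed to pin-transferred compounds, and grown at 37 °C for at least 48 hr. Viability was read as ATP luminescence.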
Starred values were filed as active, the others as inactive; ? = inconclusive; . = not tested or not shown; & = joins results of further samples. The call rests on the fitted dose curve; in most records, active means well fitted curve in the direction sought with a large enough effect; inconclusive means small, poorly fitted or top-dose-only effect, or another doubt; inactive means no such curve, though single readings can be large; an effect the other way counts as inactive or inconclusive. On the % scale 0 is the no-effect control and ±100 the full control effect; potency means the concentration at half of the fitted maximal effect. This is a subset. The share of hits here may be higher or lower than overall.

Fields: DT40 TDP1 no CPT | GCN5L2 inh | TDP1 cell CPT
> COc1ccc(NC(=O)CN(c2ccccc2F)S(=O)(=O)c2ccc(C)cc2)c(OC)c1
→ 15µM* | -11% | 16µM*
> Brc1cccc(OCCN2CCc3ccccc3C2)c1
→ ? | -1% | ?
> COc1ccccc1NC(=O)C1=C(C)Nc2c(C(=O)Nc3cccc(C)c3)cnn2C1c1ccccc1C (centres undefined)
→ ? | 28µM* | ?
> CCOC(=O)N1CCN(CC(=O)c2ccc3c(c2)CCN3)CC1
→ -14% | -8% | -29%
> Cc1ccc(-n2c(C)nnc2SCC(=O)N(C)C2CCS(=O)(=O)C2)cc1 (centres undefined)
→ 4% | -6% | 8%
> CCOc1ccc(OCc2ccc(C(=O)NC(C)C)o2)cc1
→ ? | -21% | ?
> COc1ccc(NC(=O)C(=O)Nc2ccc3nc4n(c(=O)c3c2)CCCCC4)c(OC)c1
→ -7% | -5% | -7%
> O=C1NC(Cc2ccccc2)C(=O)N1Cc1ccccc1 (centres undefined)
→ -18% | . | 4%
> Cc1cc(Cl)c(OCCOCCN2CCNCC2)c(Cl)c1
→ 12µM* | . | ?
> CCOc1ccc(CCNC(=O)COC(=O)CCS(=O)(=O)c2ccc(C)cc2)cc1OCC
→ -9% | 4% | -9%
> CSc1nc2nc3c(cc2c(=O)[nH]1)C(O)Oc1ccc(C)cc1-3 (centres undefined)
→ -25% | -7% | -20%
> O=C(COC(=O)c1ccc(Cl)nc1)NCc1ccc(F)cc1
→ -18% | -8% | 4%
> Cc1cccc(NC(=O)CCS(=O)(=O)c2ccc3c(c2)n(C)c(=O)c(=O)n3C)c1C
→ 2% | -5% | 1%
> COC(=O)c1cc(CNC(=O)c2ccc3ncccc3c2)cc(NC(=O)c2ccccc2Cl)c1
→ ? | . | ?
> Nc1ccc(C(=O)N2CCN(S(=O)(=O)c3ccc(Cl)s3)CC2)cc1[N+](=O)[O-]
→ -38% | 3% | ?
> NC(=NC(=O)c1ccc(OCC(F)(F)F)nc1)c1ccc(Cl)cc1
→ -14% | -6% | -2%
> Cc1occc1C(=O)NNC(=O)CN1C(=O)NC(C)(c2ccccc2)C1=O (centres undefined)
→ -6% | 2% | -12%
> COc1ccc(S(=O)(=O)c2c(SC)nn(CC(=O)Nc3ccc(C)c(Cl)c3)c2N)cc1
→ 26µM* | -5% | 26µM*
> C#CC1(NC(=O)NCCCC)CCCCC1
→ 2% | -14% | -5%
> COC(=O)c1noc(C)c1-c1ccnn1C(=O)c1ccc(C)cc1
→ 7% | -3% | 0%
> CCn1c(SCC(=O)N2CCCC2)nc2c(c1=O)SC(C)C2 (centres undefined)
→ -19% | ? | 1%
> COc1ccc(-c2nn(-c3ccccc3)cc2C(=O)Nc2nccs2)cc1OC
→ ? | -1% | ?
> O=C(N/N=C/c1cccc(Cl)c1)C1CCCC1
→ 5% | -11% | -26%
> COc1cccc(/C=C/C(=O)NCCc2ccc(OC)c(OC)c2)c1
→ ? | -6% | ?
> COc1ccc(OCCCC(=O)NCc2ccco2)cc1
→ -12% | 0% | 1%
> CCCCOn1c(C)c(C(=O)OCC)c2c3no[n+]([O-])c3ccc21
→ -23% | -17% | -15%
> CS(=O)(=O)N(CC(=O)NCc1ccco1)c1ccc(Cl)c(C(F)(F)F)c1
→ ? | 3% | ?
> COc1ccccc1/C=C/c1nc(C#N)c(N(C)C)o1
→ 16µM* | ? | ?
> Cc1ccc(-n2ncc(C(=O)NCCN3CCN(C)CC3)c2C2CCN(C(=O)OC(C)(C)C)CC2)cc1C
→ ? | 4% | ?
> COc1ccc(OC)c(S(=O)(=O)N2CCCCCC2)c1
→ 6% | -3% | 8%
> CC(NC(=O)c1cc2cc(Br)ccc2oc1=N)c1ccccc1 (centres undefined)
→ 16µM* | 1% | 16µM*
> Cc1ccc(C(=O)NCC(=O)NC2CCCCCC2)cc1
→ 5% | -6% | 23%
> COc1cc(/C=N/n2c(C3CCCCC3)n[nH]c2=S)ccc1O
→ -24% | -24% | -6%
> COc1ccc(CNC(=O)c2nc(SC(C)C)ncc2Cl)cc1
→ 23µM* | -9% | 29µM*
> Cc1ccc(S(=O)(=O)N2CCCC2C(=O)NC2=NCCS2)cc1 (centres undefined)
→ -5% | 1% | 9%
> CCOc1ccc(NC(=O)CCNS(=O)(=O)c2cccc3nsnc23)cc1
→ ? | -5%&-10% | 2%&-23%
> CN(Cc1nc(C(c2ccccc2)c2ccccc2)no1)CC1COCCO1 (centres undefined)
→ -17% | -17% | 17%
> CC(C)=CCC/C(C)=C/CNC(=O)CC1C[C@H](C(=O)N2CCCCC2)[C@@]2(C)c3[nH]c4ccccc4c3CCN2C1=O (some centres undefined)
→ 13µM* | -2% | 21µM*
> CC1(C)C2CCC(C2)C1(C)NC(=O)CNC1CCCCC1 (centres undefined)
→ 10µM* | -6% | ?
> CCOC(=O)CCC(NC(=O)c1ccccc1C(=O)NC(CCC(=O)OCC)C(=O)OCC)C(=O)OCC (centres undefined)
→ 0% | -4% | -3%
> COc1ccc(Cl)cc1NC(=O)C[n+]1cccc(C)c1
→ ? | -20% | -3%
> Cc1nn(-c2ccccc2)c(C)c1C(=O)NCc1cccs1
→ 2% | 1% | 2%
> Cc1cccc(S(=O)(=O)N(C)C[C@@H]2OCc3cn(nn3)CCCC(=O)N([C@@H](C)CO)C[C@H]2C)c1
→ 0% | . | -3%
> CN(CC1COc2ccccc2O1)C(=O)CSc1ncccn1 (centres undefined)
→ -10% | 1% | -13%
> O=C(Nc1ccn(Cc2ccccc2F)n1)c1ccc(COc2cc(Cl)ccc2Cl)o1
→ ? | -15% | ?
> Cc1ccc(-c2cc(C(F)(F)F)c(C#N)c(SCC(=O)O)n2)cc1
→ ? | -3%&-10% | 0%&-26%
> O=C(NCCCSc1ccccc1)c1ccc(=O)[nH]c1
→ 2% | -9% | -8%
> COC(=O)C1C(=O)C=C(Nc2ccc(F)cc2F)CC1c1ccccc1 (centres undefined)
→ -18% | 0% | -16%
> CC1=C/C(=C\c2ccc(N(C)C)cc2)c2ccccc21
→ ? | . | ?
> Cc1ccc([N+](=O)[O-])cc1NC(=O)CSc1nncn1-c1ccccn1
→ -23% | -3% | 3%
> CN(Cc1ccc(Cl)cc1Cl)C(=O)c1cccc(S(=O)(=O)NCc2ccccc2)c1
→ ? | . | ?
> CC1(OC(=O)C2CCCC2)C(=O)C=C2C=C(c3ccsc3)N(CCCCO)C=C2C1=O (centres undefined)
→ -8% | 3% | -16%
> Cc1ccc(N(Cc2ccccc2)C(=O)Cc2ccc(S(=O)(=O)N3CCOCC3)s2)cc1
→ ? | -5% | ?
> COc1ccc(-c2nnc3ccc(SCC(=O)NCC4CCCO4)nn23)cc1 (centres undefined)
→ -25% | -7% | -17%
> COc1ccccc1N1CCN(/N=C(\C)c2ccc(O)cc2)CC1
→ -18% | -8% | -22%
> Cc1nnc(Sc2cc(NCCO)c([N+](=O)[O-])c3nonc23)s1
→ 2.3µM* | -25% | 3.3µM*
> O=C(NCCOc1ccccc1)C1Nc2ccc(C(F)(F)F)cc2C2c3ccccc3CC12 (centres undefined)
→ ? | . | ?
> O=C(CSc1ccc2nnc(CCNC(=O)c3ccccc3)n2n1)Nc1ccccc1F
→ 3% | -3% | 0%
> Cc1nc2cccnc2n1-c1cccc(C(=O)N2CCN(c3cccc(Cl)c3)CC2)c1
→ 4.6µM* | -2% | 4.1µM*
> COc1cc(C(=O)N2CCc3c([nH]c4ccccc34)C2c2ccc(F)cc2)cc(OC)c1OC (centres undefined)
→ 15µM* | -20% | 13µM*

An excerpt of these results, field by field.
> COc1ccc(-c2nnc3ccc(SCC(=O)NCC4CCCO4)nn23)cc1 (centres undefined)
- DT40 TDP1 no CPT: -25%
- GCN5L2 inh: -7%
- TDP1 cell CPT: -17%

> Cc1ccc(-c2cc(C(F)(F)F)c(C#N)c(SCC(=O)O)n2)cc1
- DT40 TDP1 no CPT: ?
- GCN5L2 inh: -3%&-10%
- TDP1 cell CPT: 0%&-26%

> CC1=C/C(=C\c2ccc(N(C)C)cc2)c2ccccc21
- DT40 TDP1 no CPT: ?
- GCN5L2 inh: .
- TDP1 cell CPT: ?

Profiles as entered above. Order of screens: DT40 TDP1 no CPT	GCN5L2 inh	TDP1 cell CPT
Entry for Cc1nnc(Sc2cc(NCCO)c([N+](=O)[O-])c3nonc23)s1 = 2.3µM*	-25%	3.3µM*
Entry for Cc1ccc(N(Cc2ccccc2)C(=O)Cc2ccc(S(=O)(=O)N3CCOCC3)s2)cc1 = ?	-5%	?
Entry for CN(CC1COc2ccccc2O1)C(=O)CSc1ncccn1 (centres undefined) = -10%	1%	-13%

(cont.)
Fields: DT40 TDP1 no CPT | GCN5L2 inh | TDP1 cell CPT
> COc1ccc2ncc(S(=O)(=O)c3ccccc3)c(N3CCN(c4ccccc4)CC3)c2c1
→ ? | -7% | ?
> COc1cc(C2C(C(=O)Nc3ccc(F)cc3)=C(C)Nc3nc(CCCO)nn32)cc(OC)c1OC (centres undefined)
→ 0% | -5% | -1%
> CCC(C)NCCOCCOc1ccc(Cl)c2ccccc12 (centres undefined)
→ 18µM* | -10% | 9.2µM*
> c1coc(-c2ccnc(-n3cccc3)n2)c1
→ -14% | -8% | -4%
> COc1ccc(NS(=O)(=O)c2ccc(OC)c(NC(=O)CCC3CCCCC3)c2)cc1
→ ? | -4% | -25%
> COc1cccc(CN2C(=O)c3ccccc3C2C(=O)NCC2CCCO2)c1 (centres undefined)
→ -17% | -9% | -4%
> COc1ccc([N+](=O)[O-])cc1NC(=O)c1ccco1
→ 1% | -9% | 14%
> COC(=O)c1cc(S(=O)(=O)N2CCCCC2)c[nH]1
→ 9% | -2% | 5%
> COc1ccc(C2Nc3ccccc3NC3=C2C(=O)CC(C)(C)C3)cc1OC (centres undefined)
→ 6% | -5% | 3%
> Cc1cccc(C)c1NC(=O)NCCCN1CCN(c2ccccc2)CC1
→ 4%&-7% | -9%&2% | -18%&-9%
> COc1ccc(Cl)cc1NC(=O)CN(C)C(=O)C1CC1
→ 5% | 0% | -4%
> COC(=O)c1ccc(CSc2nnc(-c3ccncc3)n2Cc2ccccc2)o1
→ ? | -4% | -12%
> [O-][n+]1onc2c1CCc1nnc(-c3ccccc3)cc1-2
→ ? | 0% | -21%
> CC(C)N1CCN(C(=O)c2ccc(NC(=O)c3ccc(Br)o3)cc2)CC1
→ 2% | -6% | -1%
> Cc1csc(C(C)NC(=O)c2ccc(OC3CCN(CCc4ccccc4)CC3)cc2)n1 (centres undefined)
→ ? | -6% | ?
> O=C(C1CCN(S(=O)(=O)Cc2ccccc2)CC1)N1CCN(c2cccc(Cl)c2)CC1
→ ? | -7% | -16%
> CC(C)CN(CC(C)C)S(=O)(=O)N1CCC(C(=O)NCc2ccco2)CC1
→ -16% | -8% | -17%
> Cc1noc(C)c1C(=O)OCC(=O)Nc1ccccc1Oc1ccccc1
→ -18% | -5% | ?
> COc1ccc(C)cc1NS(=O)(=O)c1cc(C)ccc1C
→ ? | -11% | -30%
> N/C(=N\N=C\c1ccco1)SC1CC(=O)N(c2ccc(C(=O)O)cc2)C1=O (centres undefined)
→ 1% | -4% | 11%
> COc1ccc(C2CCCN2C(=O)Nc2ccc(C)c(C)c2)cc1OC (centres undefined)
→ -20% | -4% | -1%
> CCOC(=O)c1ccccc1NC(=O)COC(=O)c1ccccc1C(=O)N(C)c1ccccc1
→ ? | -5% | ?
> CCOCCOC(=O)c1[nH]c2c(c1C)C(=O)CC(c1ccc(OC)c(OC)c1)C2 (centres undefined)
→ 13µM* | -11% | ?
> CCc1cc(CNC(=O)c2ccc(OC3CCN(CCc4ccccc4)CC3)cc2)on1
→ -27% | -2% | ?
> COc1cccc(/C=c2\sc3nc(-c4cccs4)nn3c2=O)c1OC
→ -19% | -2% | -5%
> COc1ccc(C2OC(=O)CC2C(=O)NCc2ccc(Cl)cc2)cc1OC (centres undefined)
→ -21% | -2% | 14%
> CC(=O)c1ccc(NC(=O)C2CCC(CNS(=O)(=O)c3cccc4nsnc34)CC2)cc1 (centres undefined)
→ -9% | -3% | 2%
> Cc1nnc(N2CCCC(C(=O)NCCc3ccc(Cl)cc3)C2)c2nn(-c3ccccc3)c(C)c12 (centres undefined)
→ ? | -5% | ?
> CCOC(=O)CC(NC(=O)c1ccco1)c1ccc(C)cc1 (centres undefined)
→ -18% | -7% | 2%
> O=C(C1CCC1)N1CCCc2cc(S(=O)(=O)Nc3ccc(F)cc3)ccc21
→ 23µM* | -3% | ?
> CCc1nc2c(OCC=C(C)C)cccn2c1N(C)C(=O)c1ccccc1F
→ 0.82µM* | . | 0.73µM*

Compound activity deposited in PubChem by National Center for Advancing Translational Sciences (NCATS).
